UTI89 phage lysis = inhibition of K1F phage lysis, E. coli UTI89, bacterial capsule biogenesis inhibitors, alamar blue (AID 488966) | E. coli UTI89 K1F phage lysis, alamar blue, 2 h; higher % means a stronger effect | inhibition, % at 100 µM; hits with a dose series show IC50 in µM | 340,000 tested, 0.02% active;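 active = phage lysis inhibition, versus mean bacterial control, above a set limit; inconclusive = no clear call, values can overlap the other calls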;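 note: capsule biogenesis inhibitors block K1F phage lysis so surviving cells raise fluorescence; higher fluorescence means more inhibition of phage lysis; actives were called in the ten point dose series up to 300 µM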
T cell modulator = modulates CD8 T cell binding to vesicles; 330,000 tested, 0.068% active; 2C CD8+ T cell-vesicle binding, flow cytometry; active compounds read low; AID 2052; calls only at 7 µM;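 active = response, share of CD8 T cells binding vesicles, and their 90th percentile fluorescence all below set limits, cut at about 80% in these data, passing the limit was not always enough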
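Incubation: binding step 1.5 h, 37 °C, antibody labelling 20 min, ice; system: murine 2C transgenic CD8+ T lymphocytes; technique: cytometric PE anti-B7-1 and Alexa647 anti-CD8 signals after 1% paraformaldehyde fixation; also added: QL9-charged Drosophila Ld/ICAM-1/B7-1 vesicles; control set: naked versus QL9-loaded vesicles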
West Nile virus CPE = West Nile virus antiviral activity, cell-based, CPE readout (AID 1621) | CPE inhibition, % at 10 µM; hits with a dose series show IC50 in µM | West Nile virus-infected cells, CPE inhibition; higher % means a stronger effect | 290,000 tested, 0.02% active; in the data active = a potency from the dose series; inconclusive = CPE inhibition mostly from about 3.7% at the one dose, without a potency; inactive = the rest, 99 in 100 with CPE inhibition below about 2.2%; note: strong numbers were not always called active
Large T inhibition = SV40 large T antigen inhibitors, biochemical (AID 1903); SV40 large T antigen ATPase/helicase inhibition assay; higher % means a stronger effect; inhibition, % at 20 µM, or IC50 in µM where a hit was titrated; 310,000 tested, 0.39% active; in the data active = a potency from the dose series; inconclusive = inhibition mostly from about 32% at the one dose, without a potency; inactive = the rest, 99 in 100 with inhibition below about 32%; note: strong numbers were not always called active
NTR1 agonist = NTR1-driven beta-arrestin-GFP spot formation – imaging, U2OS cells, high content, primary screen (AID 493036); 330,000 tested, 0.17% active; agonist mode; activation, % at 20 µM; P30989;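 active = activation at or above 40% of the spot to cytoplasm intensity ratio, with at least 20 cells analyzed; inconclusive = wells under 20 cells, flagged as cytotoxic or low count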;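 note: 0% = DMSO without peptide and 100% = 100 nM NTR1 peptide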
Target sequence (P30989 whole entry, looked up): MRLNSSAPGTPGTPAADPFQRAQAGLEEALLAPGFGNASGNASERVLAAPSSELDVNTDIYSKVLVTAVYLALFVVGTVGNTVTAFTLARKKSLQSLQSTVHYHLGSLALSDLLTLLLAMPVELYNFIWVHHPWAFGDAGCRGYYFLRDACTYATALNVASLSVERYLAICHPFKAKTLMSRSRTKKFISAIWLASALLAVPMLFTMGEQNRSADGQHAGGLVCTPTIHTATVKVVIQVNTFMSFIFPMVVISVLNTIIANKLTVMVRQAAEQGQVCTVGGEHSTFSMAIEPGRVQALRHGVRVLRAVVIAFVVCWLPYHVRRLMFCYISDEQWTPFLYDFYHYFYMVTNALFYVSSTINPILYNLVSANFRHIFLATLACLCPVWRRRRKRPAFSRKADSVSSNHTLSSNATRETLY
MgcRacGAP inhibition = MgcRacGAP GTPase-activating activity inhibitors, confirmation, biochemical, ADP Hunter fluorescence | MgcRacGAP-stimulated Rac1 GTP hydrolysis, ADP Hunter fluorescence; higher % means a stronger effect; GST-tagged Rac1 F28L mutant substrate | inhibition, % at 30 µM, or IC50 in µM where a hit was titrated | 340,000 tested, 0.6% active;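 active = first-screen hits whose inhibition reached a set limit at any dose in the follow-up dose series; inconclusive = inhibition above the set first-screen limit but never retested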;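 note: fluorescence reports GDP produced by GAP-driven GTP hydrolysis; strong numbers were not always called active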
Dengue-2 NS5 capping = Dengue-2 NS5 methyltransferase inhibitors, primary screen, biochemical, confirmation dose response (AID 588689) | Dengue-2 NS5 methyltransferase capping enzyme assay, biochemical; higher % means a stronger effect | inhibition, % at 25 µM, or IC50 in µM where a hit was titrated | 340,000 tested, 0.3% active; in the data active = a potency from the dose series; inconclusive = inhibition above about 29% without an active follow-up result
RSV CPE inhibition = inhibition of RSV-induced cytopathic effect – HEp-2 cells, primary 10 µM value included (AID 2391); one-dose CPE inhibition, % at 10 µM; IC50 in µM for titrated hits; HEp-2 cells, RSV-induced CPE inhibition; higher % means a stronger effect; 310,000 tested, 0.13% active; in the data active = a potency from the dose series; inconclusive = CPE inhibition mostly from about 23% at the one dose, without a potency; inactive = the rest, 99 in 100 with CPE inhibition below about 21%; note: strong numbers were not always called active
Salmonella PhoP GFP = PhoP-dependent GFP reporter repression – Salmonella Typhimurium, primary screen (AID 1863); S. Typhimurium PhoP-regulated promoter GFP reporter, 4 h; higher % means a stronger effect; one-dose inhibition, % at 50 µM; IC50 in µM for titrated hits; 300,000 tested, 0.16% active;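 active = inhibition over 29.93%, a cutoff 3 SD above the screen mean, later confirmed by dose response; inconclusive = inhibition over 29.93% but no dose response follow-up; inactive = inhibition at most 29.93% or unconfirmed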;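 note: 0% = low Mg2+ inducing control and 100% = high Mg2+ repressing control; strong numbers were not always called active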
T cell modulator vesicle-bound % = second read-out of T cell modulator, no call of its own (marks repeat the call); double positive events, %; measured here: CD8+ vesicle-bound cell fraction;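 binding gate set so that unloaded-vesicle control wells show 10% double positive cells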
NTR1 agonist cell count 20 µM = second read-out of NTR1 agonist, no call of its own (marks repeat the call); cell count; measured here: cell count, cytotoxicity flag
Dengue-2 NS5 capping pilot replicate = recorded beside Dengue-2 NS5 capping, whose call it bears; inhibition, %; measured here: pilot screen replicate inhibition
An asterisk follows results filed as active; i = inactive; ? = inconclusive; . = not tested or not shown; [ ] = remark or other dose.

SMILES | UTI89 phage lysis | T cell modulator | T cell modulator vesicle-bound % | West Nile virus CPE | Large T inhibition | NTR1 agonist | NTR1 agonist cell count 20 µM | MgcRacGAP inhibition | Dengue-2 NS5 capping | RSV CPE inhibition | Salmonella PhoP GFP | others
Cc1ccc2c(c1)N(C)/C(=C/c1cccc[n+]1CCO)S2 | 0.0% | i | 40.2 | 0.4% | 11.6% | 0.6 | 99 | 3.5% | -9.3% | 0.7% | -3.4%
CCn1c(O)c(C=Nc2ccccc2)oc1=S | 0.1% | i | 54.8 | 0.2% | 7.8% | -0.6 | 56 | 8.9% | -8.3% | -0.4% | 6.2%
CCOc1cccc(OCCCOc2ccccc2)c1 | 0.1% | i | 19.9 | 0.4% | 11.2% | 0.8 | 66 | 6.7% | -0.7% | 1.5% | 4.7%
COc1ccc(/C=N/c2oc(C)c(C)c2C#N)c(OC)c1 | -2.1% | i | 65.9 | 0.0% | 18.1% | -0.1 | 50 | 9.6% | -10.4% | 2.3% | -7.5%
CCN1CCN(c2cc(C)c3cc(NC(=S)N4CCN(c5ccccc5)CC4)ccc3n2)CC1 | 0.1% | i | 44.6 | 20.4% | 11.0% | 0.1 | 65 | 20.0% | -13.1% | -3.6% | -7.2%
CC(C)(C)OC(=O)N1CC=C2C(C#N)=C(N)C(C#N)(C#N)C(c3cccs3)C2C1 (stereo not given) | 0.3% | i | 7.9 | -0.2% | 14.0% | 0.7 | 86 | 6.6% | -16.1% | 13.4% | -1.7%
Cc1ccc(S(=O)(=O)N(C)C)cc1N | -0.6% | i | 35.3 | -0.3% | 10.1% | 0.1 | 110 | 3.7% | -5.2% | 0.7% | 5.6%
O=C1CCN(N=Nc2cccc(Cl)c2)N1 | . | i | 18.4 | 0.3% | 0.5% | 0.1 | 44 | . | . | -0.6% | -4.5%
O=C(/C=C/c1ccc(Cl)cc1Cl)NCc1ccncc1 | 1.3% | i | 48.3 | 0.5% | 0.6% | 0.3 | 56 | -9.3% | -2.1% | ? | 5.5%
CCOC(=O)c1nnn(-c2nonc2-n2cccc2)c1CN1CCOCC1 | -1.0% | i | 41.4 | -0.2% | 5.3% | -0.3 | 50 | -0.5% | 1.6% | 0.7% | 1.3%
CCc1ccc(NS(=O)(=O)c2c(C(=O)N3CCCCCC3)c(C)n(C)c2C)cc1 | 0.1% | i | 1.3 | -0.1% | -2.3% | -1.2 | 65 | 11.8% | -3.6% | 0.3% | 9.1%
CN(C)S(=O)(=O)c1cccc(NC(=S)NCCc2ccccn2)c1 | 0.4% | i | 10.6 | -1.0% | 15.9% | 1.1 | 44 | 3.7% | -4.7% | 2.2% | 1.6%
Cc1ccc(NC(=O)c2cc(=O)c3ccccc3o2)cc1S(=O)(=O)N1CCCCC1 | 0.4% | i | 35.4 | -0.2% | 17.2% | 15.4 | 57 | 12.3% | 9.0% | ? | 2.1%
O=C(Nc1cccc(-c2cnc3ccccc3n2)c1)c1ccncc1 | 0.6% | i | 63.0 | 0.5% | 8.5% | 3.7 | 64 | 6.5% | -12.6% | 3.0% | -4.2%
CCOC(=O)c1n[nH]n2c1nc(=S)c1ccccc12 | 1.5%[50 µM] | i | 37.7 | 0.5% | 1.8% | . | . | 9.6% | -8.5% | 4.3% | 6.9%
CCN1CCCc2cc(CN(CCN3CCOCC3)C(=S)Nc3ccc(OC)c(OC)c3)ccc21 | 0.6% | i | 33.4 | -0.5% | 12.2% | 2.0 | 72 | 3.0% | 4.6% | 1.7% | -8.2%
CC(C)(C)NC(=O)COC(=O)c1ccc(Cl)cc1O | 0.2% | i | 41.5 | 0.4% | 2.7% | 0.0 | 57 | 6.5% | 0.8% | 2.5% | 10.4%
O=C1NC(c2ccccc2)=CC(c2ccccc2)N1 (stereo not given) | 0.1% | i | 56.3 | -0.4% | 0.9% | -1.5 | 90 | 13.3% | -8.1% | 3.9% | -1.1%
CCOc1c(Br)cc(CNc2ncn[nH]2)cc1OC | 0.5% | i | 39.7 | 0.1% | -9.7% | 0.6 | 44 | 6.5% | 6.8% | 0.2% | 2.0%
CC1=NN(C(N)=S)C(=O)C1N=Nc1ccc(S(N)(=O)=O)cc1 (stereo not given) | 4.3% | i | 59.8 | 0.4% | 20.6% | 0.1 | 74 | 11.7% | 0.0% | 0.2% | -4.3%
COCCn1c(SCC(=O)NC2CCCC2)nnc1C(C)C | 0.9% | i | 16.3 | 0.1% | 5.9% | 0.7 | 41 | 7.1% | -0.8% | 0.9% | 1.3%
COC(=O)c1c(NC(=O)C(C)(C)C)sc2c1CCN(Cc1ccccc1)C2 | 3.1% | i | 16.1 | 0.3% | 8.0% | 0.5 | 56 | 3.7% | -7.7% | 0.9% | .
CC(=O)C1=C(O)C(=O)N(c2nccs2)C1c1ccc(Br)cc1 (stereo not given) | -2.6%[50 µM] | i | 41.0 | 0.6% | -1.1% | -0.3 | 60 | 9.1% | -4.7% | -0.3% | 5.5%
CCn1c(=S)sc2c(=O)[nH]c(SCC(=O)Nc3cc(OC)ccc3OC)nc21 | -0.4% | i | 32.8 | 0.6% | 22.3% | -0.2 | 60 | 6.5% | -3.9% | 5.2% | -3.8%
Cn1c(=O)n(Cc2ccccc2)c(=O)c2c1nc(NCC1CCCO1)n2Cc1ccccc1 (stereo not given) | 2.9% | i | 24.2 | 0.0% | -0.1% | 0.6 | 75 | 8.6% | -3.2% | -1.4% | -5.2%
CN1C(=O)CSc2ccc(NC(=O)NCc3cccnc3)cc21 | 2.7% | i | 32.6 | -0.1% | 3.2% | 1.7 | 64 | 7.6% | -0.7% | 0.1% | 12.3%
CCc1cc2c(=O)oc(-c3ccc(Br)cc3)nc2s1 | 1.8% | . | . | 3.1% | . | 7.3 | 86 | 6.4% | 0.0% | . | .
NC(=O)c1ccc[n+]([C@H]2O[C@@H](COP(=O)([O-])OP(=O)(O)OC[C@H]3O[C@@H](n4cnc5c(N)ncnc54)[C@H](O)[C@@H]3O)[C@H](O)[C@@H]2O)c1 | 2.2% | i | 33.0 | . | 12.6% | 1.3 | 62 | -4.8% | -0.8% | -1.7% | 2.3%
Cc1nn(-c2ccccc2)c(N2CCCC2)c1/C=N/Nc1ccc(S(=O)(=O)Nc2ccccc2)cc1[N+](=O)[O-] | 2.6% | i | 41.7 | 0.5% | 0.1% | 1.1 | 48 | 10.1% | 5.1% | 2.5% | 0.3%
CCOCC(=O)Nc1nc(-c2ccccc2)c(CC)s1 | 0.2% | i | 57.1 | -0.6% | 5.1% | 0.9 | 86 | 11.8% | -1.2% | 4.2% | -5.7% | Dengue-2 NS5 capping pilot replicate=-4.9
COC(=O)COc1cccc(NC(=O)c2cccc(C)c2)c1 | 3.7% | i | 58.7 | 0.3% | 2.7% | 4.1 | 94 | 4.1% | . | 0.5% | -5.0%
C/C(=N\NC(=O)C1CC1)c1ccccc1Br | 0.0% | i | 58.4 | -0.5% | 6.8% | -0.3 | 45 | 5.8% | -3.4% | 0.1% | 8.7%
CN(C)CCCN1C(=O)c2oc3ccccc3c(=O)c2C1c1cccs1 (stereo not given) | 0.2% | i | 11.3 | 0.6% | 2.3% | 1.5 | 60 | 7.8% | 0.7% | 0.0% | -12.2%
CCOc1cccc(CN2CCC(Oc3ccc(C(=O)NCc4ccccn4)cc3)CC2)c1 | 0.1% | i | 3.0 | 0.2% | 20.1% | 0.5 | 63 | 1.8% | -5.5% | -0.7% | -9.8%
COc1ccc(COc2ccsc2C(=O)Nc2ccc(Cl)c(Cl)c2)cc1 | 1.1% | . | . | ? | 7.2% | 9.9 | 53 | 9.3% | 2.4% | 4.3% | -0.5%
COc1cc(SC)ccc1C(=O)NCCCn1ccnc1 | -1.6% | i | 60.8 | -0.7% | 2.8% | 0.6 | 57 | 3.7% | -0.8% | 1.6% | 8.4%
CC(C)=CC1C(C(=O)Nc2ccc(S(=O)(=O)N3CCOCC3)cc2)C1(C)C (stereo not given) | -0.5%[50 µM] | i | 8.2 | . | 6.3% | 1.2 | 50 | 1.0% | -5.1% | 21.2% | -4.7%
COc1cccc(C(=O)Cn2c(NCCO)nc3ccccc32)c1 | 2.7% | i | 13.6 | -0.1% | 10.4% | 1.5 | 33 | 11.1% | -3.8% | 1.2% | -0.2%
COc1ccc(-c2onc3ccc(C(=O)/C=C/N(C)C)cc23)cc1 | 0.1% | i | 7.2 | 0.0% | 14.3% | -0.8 | 99 | 3.1% | 9.7% | -3.0% | -1.7%
COc1ccc(Cc2nc(-c3ccc(-n4cccc4)cc3)no2)cc1OC | 3.7% | i | 64.6 | -0.2% | 2.4% | 4.7 | 43 | 4.0% | -2.2% | 3.0% | -2.0%
CCN(CC)C(=O)c1cn(CCC#N)nc1-c1ccc2c(c1)OCCO2 | 0.2% | i | 29.5 | -0.5% | 11.7% | 0.1 | 56 | 6.4% | -9.5% | 2.0% | 1.5%
Cc1cccc(OCC(=O)Nc2ccc3nc(C)sc3c2)c1 | -0.4% | i | 37.4 | -0.6% | 1.0% | 1.0 | 54 | -10.1% | -10.9% | 22.2% | -3.7%
CN(CC(=O)Nc1ccccc1Cl)C(=O)c1ccc(N2C(=O)CCC2=O)cc1 | 0.5%[50 µM] | . | . | . | . | 1.1 | 65 | 3.8% | 3.6% | . | .
Cc1ccc2c(cnn2C(=O)CCCC(=O)NCc2ccc(F)cc2)c1 | 2.9% | i | 41.2 | -0.1% | 4.5% | 5.4 | 49 | 7.6% | -1.4% | 3.3% | .
CC(C)C(=O)Nc1nnc(SCC(=O)NC2CCCC2)s1 | 0.3% | i | 11.3 | 0.2% | 25.7% | -0.5 | 57 | 8.0% | 2.4% | 0.9% | 1.1%

High-throughput results as filed in PubChem.
